RGS4 act – RGS4 potentiators or activators, primary screen, cell-based, HEK293 M3R inducible RGS4, calcium flux; carbachol calcium flux Fluo4; stronger effect = lower value; AID 463111, 2010; 0.92% of 310,000 active; B-score at 10 µM;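 active = B-score of the integrated calcium signal more than 4 SD below the library mean, with starting fluorescence not abnormally high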;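 also: negative B-score means reduced calcium response which marks RGS4 activation or potentiation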
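test system = M3R-expressing HEK293 line, RGS4 induced by doxycycline | probe or stimulus = carbachol at ECmax as muscarinic agonist stimulus | timing = dye loading 30 min 37 °C, buffer rest 30 min RT | signal = calcium dye Fluo4 fluorescence | evaluation = B score from integrated fluorescence ratio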
MrgX1 ag – agonists of human MrgX1 receptor, primary screen, HEK293 cells, Fluo-4 calcium flux | Mas-related G-protein coupled receptor member X1 (Homo sapiens), Q96LB2 | Fluo-4 calcium fluorescence, agonist mode; stronger effect = higher value | B-score at 10 µM | 0.44% of 310,000 active;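 active = calcium response B-score plate-corrected fluorescence ratio at least 3 library SD, with starting fluorescence B-score inside 5 SD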
Target sequence (Q96LB2 whole entry, looked up): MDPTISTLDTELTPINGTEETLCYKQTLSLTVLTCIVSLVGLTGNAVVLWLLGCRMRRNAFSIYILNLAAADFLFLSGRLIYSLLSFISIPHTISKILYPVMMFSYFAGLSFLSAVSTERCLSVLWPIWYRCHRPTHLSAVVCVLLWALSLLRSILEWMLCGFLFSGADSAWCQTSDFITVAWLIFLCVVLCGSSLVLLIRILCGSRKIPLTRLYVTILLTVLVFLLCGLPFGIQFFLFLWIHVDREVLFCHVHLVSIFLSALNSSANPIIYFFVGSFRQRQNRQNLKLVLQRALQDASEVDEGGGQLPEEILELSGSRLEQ
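Assay system: stable human MrgX1 HEK293 cell line. Quantity: 15,000 cells per well. Schedule: cells plated overnight, dye loaded 0.5 h 37 °C, 0.5 h room temperature. Detection: Fluo-4 NW calcium-flux fluorescence, kinetic read. Read-out basis: peak-minus-minimum fluorescence over baseline, converted to B scores. Control set: positive and negative control wells on each plate.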
HIF act – HIF pathway transcriptional activators, primary screen, cell-based, U2OS HRE-luciferase, luminescence; U2OS HRE-luciferase reporter; normalized: DMSO 0%, desferrioxamine 100%; activation, % at 7.5 µM (by protocol); AID 1910, 2009; 0.32% of 300,000 active;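 active = mean activation of at least 10% of the iron chelator positive control signal, with at least half of replicates also reaching 10%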
RGS4 inh – RGS4 inhibitors, primary screen, cell-based, HEK293 M3R inducible RGS4, calcium flux | B-score at 10 µM | Fluo-4 calcium flux; stronger effect = higher value; triggered by carbachol at its EC20 | 0.45% of 310,000 active | Regulator of G-protein signaling 4 (Homo sapiens), P49798;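 active = B-score, a plate-corrected calcium signal, over three deviations above library mean, with baseline fluorescence within five deviations of library mean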;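 also: RGS4 expression induced by doxycycline in cells with stable M3 receptor; B-score is computed from the integrated fluorescence ratio over baseline after carbachol; higher B-score means a larger calcium signal and so more RGS4 inhibition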
Target sequence (P49798 whole entry, looked up): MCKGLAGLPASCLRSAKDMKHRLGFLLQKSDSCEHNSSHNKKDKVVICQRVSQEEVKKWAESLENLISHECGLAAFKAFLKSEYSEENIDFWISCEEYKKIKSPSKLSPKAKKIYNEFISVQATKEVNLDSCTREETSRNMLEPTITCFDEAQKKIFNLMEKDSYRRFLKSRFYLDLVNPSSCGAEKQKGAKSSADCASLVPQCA
TRPC6 activator – mouse TRPC6 channel activators, primary screen, cell-based, HEK293, membrane potential dye. Short transient receptor potential channel 6 (Mus musculus), Q61143. HEK293-TRPC6 membrane potential dye fluorescence; stronger effect = higher value. B-score at 10 µM. 0.13% of 310,000 active;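 active = B-score of the integrated fluorescence ratio above library mean plus 3 SD, and starting fluorescence ratio within library mean plus 5 SD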;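 also: higher score means more depolarization so channel activation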
MrgX1 antag – antagonists of human MrgX1 receptor, primary screen, HEK293 cells, Fluo-4 calcium flux; B-score at 10 µM; AID 588676, 2011; BAM8-22 antagonism; stronger effect = lower value; Mas-related G-protein coupled receptor member X1 (Homo sapiens), Q96LB2; 1.3% of 310,000 active;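 active = calcium-response B-score plate-corrected more than 3 library SD below zero, starting fluorescence within 5 deviations, no agonist response on first addition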;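 also: peak minus trough fluorescence over baseline after final BAM8-22 challenge near maximal dose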
TRPC4 inh – inhibitors of mouse TRPC4 channel, primary screen, Fluo4 calcium, HEK293 TRPC4beta/mu-opioid cells; B-score at 10 µM; 0.39% of 300,000 active; DAMGO-evoked Fluo4 calcium flux; stronger effect = lower value; Short transient receptor potential channel 4 (Mus musculus), Q9QUQ5;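 active = B-score over 3 SD under the library average, no early fluorescence shift, positive overall ratio signal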
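Assay system – HEK293 line stably carrying TRPC4beta and mu-opioid receptor · Doses – single dose · Detection – Fluo4 calcium-dye fluorescence, kinetic read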
SKKanGAS inh – S. pyogenes SKKanGAS growth inhibitors in kanamycin, primary screen, streptokinase expression inhibitor project, SKKanGAS strain, BacTiter-Glo luminescence; 6 h; inhibition, % at 7.5 µM; 1.3% of 300,000 active;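 active = mean replicate score, as percent of positive control median, at least 50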;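 also: strain carries kanamycin resistance gene driven by streptokinase promoter and grows in 40 µg/ml kanamycin; loss of luminescence reflects streptokinase promoter inhibition or plain growth inhibition; 0% = median of DMSO wells and 100% = positive control at its reference dose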
MrgX1 allo act – positive allosteric modulators of MrgX1, primary screen, HEK293 cells, Fluo-4 calcium flux; FDSS; stronger effect = higher value; B-score at 10 µM; 0.63% of 310,000 active; AID 588675, 2011;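 active = plate-corrected calcium response at least 3 library SD above typical, normal starting fluorescence, not activating the receptor alone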;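 also: compound read alongside a low EC10 to EC30 dose of BAM8-22 agonist; peak minus trough fluorescence over baseline measured at the second addition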
Platelet DG rel – inhibitors of platelet dense granule secretion, primary screen, cell-based, MLPCN, human platelets. human platelet-rich plasma, SFLLRN dense granule ATP release, luminescence. 0.22% of 300,000 active. AID 1663, 2009. inhibition, %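 (compounds screened at 7.5 µM in platelet-rich plasma)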;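 active = mean replicate score, as percent of positive control, at or above 50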
TRPC6 inhibitor – mouse TRPC6 channel inhibitors, primary screen, cell-based, HEK293, membrane potential dye | ACh-evoked depolarization; stronger effect = lower value | B-score at 10 µM | 1.1% of 310,000 active;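 active = B-score under library mean minus 3 SD, initial fluorescence not abnormally high, positive integrated signal ratio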;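 also: B-score derived from integrated fluorescence ratio over the kinetic read; more negative B-score means stronger inhibition of depolarization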
Starred values were filed as active, the others as inactive.

How did Cc1ccc(-c2noc(-c3ccccc3F)n2)cc1 do in these assays?
RGS4 act: inactive; MrgX1 ag: inactive; HIF act: 1.1; RGS4 inh: inactive; TRPC6 activator: inactive; MrgX1 antag: inactive; TRPC4 inh: inactive; SKKanGAS inh: -7; MrgX1 allo act: inactive; Platelet DG rel: 11; TRPC6 inhibitor: inactive

Results for N/C(=N\S(=O)(=O)c1cc(C(F)(F)F)cc(C(F)(F)F)c1)c1cccs1 ?
RGS4 act: inactive; MrgX1 ag: inactive; HIF act: -1.2; RGS4 inh: inactive; TRPC6 activator: inactive; MrgX1 antag: inactive; TRPC4 inh: inactive; SKKanGAS inh: 1; MrgX1 allo act: inactive; Platelet DG rel: 16; TRPC6 inhibitor: inactive

Results for CC(CS(=O)(=O)c1ccccc1[N+](=O)[O-])N1CCOCC1 (stereo not drawn) ?
RGS4 act: inactive; MrgX1 ag: inactive; HIF act: -0.1; RGS4 inh: inactive; TRPC6 activator: inactive; MrgX1 antag: inactive; TRPC4 inh: inactive; SKKanGAS inh: -13; MrgX1 allo act: inactive; Platelet DG rel: -2; TRPC6 inhibitor: inactive

What do the screens show for `COCCNC(=O)C1CCN(C(=O)c2cc3sccc3n2Cc2ccc(F)cc2)CC1`?
RGS4 act: inactive; MrgX1 ag: inactive; HIF act: -0.1; RGS4 inh: inactive; TRPC6 activator: inactive; MrgX1 antag: inactive; TRPC4 inh: inactive; SKKanGAS inh: -3; MrgX1 allo act: inactive; Platelet DG rel: 3; TRPC6 inhibitor: inactive

How did Cn1c(SCC(=O)N2CCOCC2)nc2c(c1=O)SCC2 do in these assays?
RGS4 act: inactive; MrgX1 ag: inactive; HIF act: -0.1; RGS4 inh: inactive; TRPC6 activator: inactive; MrgX1 antag: inactive; TRPC4 inh: inactive; SKKanGAS inh: 1; MrgX1 allo act: inactive; Platelet DG rel: -4; TRPC6 inhibitor: inactive

What do the screens show for `CCCNS(=O)(=O)c1ccc(CCC(=O)NCc2ccc3c(c2)OCO3)cc1`?
RGS4 act: inactive; MrgX1 ag: inactive; HIF act: 0.0; RGS4 inh: inactive; TRPC6 activator: inactive; MrgX1 antag: inactive; TRPC4 inh: inactive; SKKanGAS inh: -10; MrgX1 allo act: inactive; Platelet DG rel: -7; TRPC6 inhibitor: inactive

What do the screens show for `Cc1ccc(CSc2nnnn2C)cc1`?
RGS4 act: inactive; MrgX1 ag: inactive; HIF act: -0.3; RGS4 inh: inactive; TRPC6 activator: inactive; MrgX1 antag: inactive; TRPC4 inh: inactive; SKKanGAS inh: -14; MrgX1 allo act: inactive; Platelet DG rel: -3; TRPC6 inhibitor: inactive

What do the screens show for `Cc1cc(=O)n2c(n1)NC(Nc1cccc(C)c1C)=NC2c1ccc(F)cc1` (stereo not drawn)?
RGS4 act: inactive; MrgX1 ag: inactive; HIF act: -1.4; RGS4 inh: inactive; TRPC6 activator: inactive; MrgX1 antag: inactive; TRPC4 inh: inactive; SKKanGAS inh: 5; MrgX1 allo act: inactive; Platelet DG rel: -27; TRPC6 inhibitor: inactive

How did CCOc1ccccc1N1CCN(C(=O)CNC(=O)c2ccc(OC)c(OC)c2)CC1 do in these assays?
RGS4 act: inactive; MrgX1 ag: inactive; HIF act: -1.5; RGS4 inh: inactive; TRPC6 activator: inactive; MrgX1 antag: inactive; TRPC4 inh: inactive; SKKanGAS inh: -6; MrgX1 allo act: inactive; Platelet DG rel: -1; TRPC6 inhibitor: inactive

How did Cc1csc(N(C(=O)c2ccc(S(=O)(=O)N(C)C)cc2)c2ccccc2)n1 do in these assays?
RGS4 act: inactive; MrgX1 ag: inactive; HIF act: 0.6; RGS4 inh: inactive; TRPC6 activator: inactive; MrgX1 antag: inactive; TRPC4 inh: inactive; SKKanGAS inh: 9; MrgX1 allo act: inactive; Platelet DG rel: 7; TRPC6 inhibitor: inactive

What do the screens show for `CCCCn1nc(NC(=O)c2cccs2)c2cc3cc(OC)ccc3nc21`?
RGS4 act: inactive; MrgX1 ag: inactive; HIF act: 0.1; RGS4 inh: inactive; TRPC6 activator: inactive; MrgX1 antag: inactive; TRPC4 inh: inactive; SKKanGAS inh: 9; MrgX1 allo act: inactive; Platelet DG rel: -1; TRPC6 inhibitor: inactive

How did CN(C(=O)c1ccncc1)C1CC(C)(C)N(O)C(C)(C)C1 do in these assays?
RGS4 act: inactive; MrgX1 ag: inactive; HIF act: 0.0; RGS4 inh: inactive; TRPC6 activator: inactive; MrgX1 antag: inactive; TRPC4 inh: inactive; SKKanGAS inh: -5; MrgX1 allo act: inactive; Platelet DG rel: 6; TRPC6 inhibitor: inactive

Results for C[C@H](NC(=O)c1nc[nH]c1C(=O)NCCCCCNC(=O)OC(C)(C)C)C(=O)OCc1ccccc1 ?
RGS4 act: -7.8*; MrgX1 ag: inactive; HIF act: -1.5; RGS4 inh: inactive; TRPC6 activator: inactive; MrgX1 antag: inactive; TRPC4 inh: inactive; SKKanGAS inh: 5; MrgX1 allo act: 7.8*; Platelet DG rel: 9; TRPC6 inhibitor: inactive

How did Cc1ccc(-n2ncc3c(=O)n(CC#N)cnc32)cc1C do in these assays?
RGS4 act: inactive; MrgX1 ag: inactive; HIF act: 0.9; RGS4 inh: inactive; TRPC6 activator: inactive; MrgX1 antag: inactive; TRPC4 inh: inactive; SKKanGAS inh: -10; MrgX1 allo act: inactive; Platelet DG rel: 1; TRPC6 inhibitor: inactive

Results for Cc1cc(C(F)F)n2ncc(C(=O)O)c2n1 ?
RGS4 act: inactive; MrgX1 ag: inactive; HIF act: 1.2; RGS4 inh: inactive; TRPC6 activator: inactive; MrgX1 antag: inactive; TRPC4 inh: inactive; SKKanGAS inh: -22; MrgX1 allo act: inactive; Platelet DG rel: -12; TRPC6 inhibitor: inactive

Results for CCOC(=O)c1c(C)[nH]c(C)c1S(=O)(=O)NCC1CCN(Cc2cccc(F)c2)CC1 ?
RGS4 act: inactive; MrgX1 ag: inactive; RGS4 inh: inactive; TRPC6 activator: inactive; MrgX1 antag: inactive; TRPC4 inh: inactive; SKKanGAS inh: 3; MrgX1 allo act: inactive; Platelet DG rel: 0; TRPC6 inhibitor: inactive

How did O=C(Nc1ccc2ncccc2c1)c1ccccc1 do in these assays?
RGS4 act: inactive; MrgX1 ag: inactive; HIF act: -0.5; RGS4 inh: inactive; TRPC6 activator: inactive; MrgX1 antag: inactive; TRPC4 inh: inactive; SKKanGAS inh: 1; MrgX1 allo act: inactive; Platelet DG rel: -6; TRPC6 inhibitor: inactive

Results for Cc1ccc(-n2ccnc2SCC(=O)O)cc1C ?
RGS4 act: inactive; MrgX1 ag: inactive; HIF act: 0.1; RGS4 inh: inactive; TRPC6 activator: inactive; MrgX1 antag: inactive; TRPC4 inh: inactive; SKKanGAS inh: -2; MrgX1 allo act: inactive; Platelet DG rel: -1; TRPC6 inhibitor: inactive

How did CC(=O)NC(CC(=O)NCC(=O)Nc1ccc(F)c(F)c1)c1ccccc1 (stereo not drawn) do in these assays?
RGS4 act: inactive; MrgX1 ag: inactive; HIF act: 0.2; RGS4 inh: inactive; TRPC6 activator: inactive; MrgX1 antag: inactive; TRPC4 inh: inactive; SKKanGAS inh: -2; MrgX1 allo act: inactive; Platelet DG rel: -6; TRPC6 inhibitor: inactive

Results for CCCCc1nc2ccccc2[nH]1 ?
RGS4 act: inactive; MrgX1 ag: inactive; HIF act: -0.3; RGS4 inh: inactive; TRPC6 activator: inactive; MrgX1 antag: inactive; TRPC4 inh: inactive; SKKanGAS inh: 2; MrgX1 allo act: inactive; Platelet DG rel: -2; TRPC6 inhibitor: inactive

Results for CCOC(=O)CSc1ccc2nnc(-c3ccccc3)n2n1 ?
RGS4 act: inactive; MrgX1 ag: inactive; HIF act: -0.5; RGS4 inh: inactive; TRPC6 activator: inactive; MrgX1 antag: inactive; TRPC4 inh: inactive; SKKanGAS inh: 0; MrgX1 allo act: inactive; Platelet DG rel: 7; TRPC6 inhibitor: inactive

What do the screens show for `O=C(CSc1nc2ccccc2s1)NCc1ccc2c(c1)OCO2`?
RGS4 act: inactive; MrgX1 ag: inactive; HIF act: 0.4; RGS4 inh: inactive; TRPC6 activator: inactive; MrgX1 antag: inactive; TRPC4 inh: inactive; SKKanGAS inh: -8; MrgX1 allo act: inactive; Platelet DG rel: -8; TRPC6 inhibitor: inactive

What do the screens show for `CCOC(=O)NNC(=O)NCCCCCCNC(=O)NNC(=O)OCC`?
RGS4 act: inactive; MrgX1 ag: inactive; HIF act: -0.9; RGS4 inh: inactive; TRPC6 activator: inactive; MrgX1 antag: inactive; TRPC4 inh: inactive; SKKanGAS inh: 1; MrgX1 allo act: inactive; Platelet DG rel: -8; TRPC6 inhibitor: inactive

What do the screens show for `Cc1ccc(NCc2cccnc2)c(Br)c1`?
RGS4 act: inactive; MrgX1 ag: inactive; HIF act: -0.1; RGS4 inh: inactive; TRPC6 activator: inactive; MrgX1 antag: inactive; TRPC4 inh: inactive; SKKanGAS inh: -6; MrgX1 allo act: inactive; Platelet DG rel: 30; TRPC6 inhibitor: inactive

How did CN1CCN(CC(=O)Nc2ccccc2C(F)(F)F)CC1 do in these assays?
RGS4 act: inactive; MrgX1 ag: inactive; HIF act: 2.9; RGS4 inh: inactive; TRPC6 activator: inactive; MrgX1 antag: inactive; TRPC4 inh: inactive; SKKanGAS inh: 4; MrgX1 allo act: inactive; Platelet DG rel: -6; TRPC6 inhibitor: inactive

What do the screens show for `CCOc1cc(-c2ccc(N)c(OCC)c2)ccc1N`?
RGS4 act: inactive; MrgX1 ag: inactive; HIF act: -0.5; RGS4 inh: inactive; TRPC6 activator: inactive; MrgX1 antag: inactive; TRPC4 inh: inactive; SKKanGAS inh: 4; MrgX1 allo act: inactive; Platelet DG rel: 24; TRPC6 inhibitor: inactive

Compound activity (PubChem BioAssay)
